HSF1 inh = HSF1 inhibition | hit rate 0.77% among 300,000 | activity change, negative = inhibition, % at 7.5 µM (by protocol) | NIH3T3-HGL HSE-luciferase, MG132-induced, luminescence 8 h; hits give low values;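 active = more than half of replicate wells show activity change below -50%, luminescence cut by over half; inconclusive = some wells, but at most half, below -50%; inactive = no replicate well below -50%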;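 note: luciferase reports HSF-1 transcriptional activity via heat shock element; 0% = median of DMSO wells and -100% = zero luminescence signal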
HSF-1 act = increases HSF-1 driven luciferase reporter signal; NIH3T3-HGL HSF-1 luciferase reporter, MG132, 8 h; 100% = twice DMSO control signal; activation, % at 9 µM; hit rate 1.7% among 300,000; AID 504408;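 active = mean replicate activation of at least 50% with a set share of replicates each reaching 50%; inconclusive = only one of those two conditions met; inactive = mean below 50% and too few replicates reaching it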;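 note: 0% = median of the neutral control wells and 100% = twice that signal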
aSyn 5UTR inh = 5' untranslated region of α-synuclein, MLPCN primary screen | alpha-synuclein 5'UTR reporter, inhibitor activity | AID 1813 | inhibition, % (tested at 7.5 µM) | hit rate 0.82% among 300,000; in the data active = inhibition above about 60%; inconclusive = no clear call, values can overlap the other calls;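 note: H4 neuroglioblastoma cells stably carrying SNCA 5'UTR luciferase fusion; 0% = DMSO wells and 100% = positive control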
GSK3B inh = blocks human GSK3beta kinase activity. P49841. GST-GSK3beta kinase, ADP-Glo luminescence, 60 min; hits give low values. activity score (negative = inhibition), % at 10 µM. hit rate 0.038% among 300,000. AID 2097;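 active = more than half of replicate wells score below -50%, meaning over 50% inhibition versus plate controls; inconclusive = some replicates but at most half score below -50%; inactive = no replicate scores below -50%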;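 note: 0% = median DMSO wells and -100% = median GW8510 positive control wells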
Target sequence (P49841 whole entry, looked up): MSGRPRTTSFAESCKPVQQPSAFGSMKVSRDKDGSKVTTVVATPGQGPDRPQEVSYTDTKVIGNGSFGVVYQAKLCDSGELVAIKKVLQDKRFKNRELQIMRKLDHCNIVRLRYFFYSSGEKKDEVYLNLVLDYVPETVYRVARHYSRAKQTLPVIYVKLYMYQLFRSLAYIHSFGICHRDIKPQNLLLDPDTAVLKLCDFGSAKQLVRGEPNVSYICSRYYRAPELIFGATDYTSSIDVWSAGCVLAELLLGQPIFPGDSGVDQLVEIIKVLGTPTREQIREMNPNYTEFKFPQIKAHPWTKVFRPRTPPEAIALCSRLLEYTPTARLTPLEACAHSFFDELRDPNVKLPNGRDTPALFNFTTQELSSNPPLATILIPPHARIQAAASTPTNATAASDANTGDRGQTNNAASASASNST
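Assay system: GST-tagged human GSK3beta kinase, cell-free; Input: 1.6 ng GSK3beta; Medium: Tris/MgCl2 kinase buffer; Timing: 60 min enzyme reaction, room temperature; Signal: ADP-Glo luminescence quantifying ADP generated by kinase; Evaluation: score relative to plate controls; Benchmarks: DMSO neutral wells and GW8510 at 20 µM as positive.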
GSK3 alpha inh = human GSK-3 alpha kinase inhibition; inhibition, % at 10 µM; hit rate 0.1% among 320,000; ADP-Glo luminescence, 60 min; P49840;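 in the data active = inhibition above about 50%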;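 note: GST-tagged GSK-3 alpha with peptide substrate and 25 µM ATP; 0% = DMSO neutral wells and 100% = GW8510 positive control wells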
Target sequence (P49840 whole entry, looked up): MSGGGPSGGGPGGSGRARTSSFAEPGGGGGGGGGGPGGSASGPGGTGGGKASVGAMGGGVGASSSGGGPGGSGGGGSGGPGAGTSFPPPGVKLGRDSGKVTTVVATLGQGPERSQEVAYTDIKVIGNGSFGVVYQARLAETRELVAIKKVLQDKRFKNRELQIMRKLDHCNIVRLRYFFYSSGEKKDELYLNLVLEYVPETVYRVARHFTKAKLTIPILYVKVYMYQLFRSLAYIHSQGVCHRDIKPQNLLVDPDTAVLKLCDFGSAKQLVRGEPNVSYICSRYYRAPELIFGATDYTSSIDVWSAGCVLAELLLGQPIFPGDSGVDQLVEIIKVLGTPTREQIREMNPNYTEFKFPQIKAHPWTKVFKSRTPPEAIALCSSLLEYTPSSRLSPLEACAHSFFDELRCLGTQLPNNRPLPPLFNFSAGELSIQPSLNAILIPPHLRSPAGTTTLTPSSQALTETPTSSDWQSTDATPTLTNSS
HIF activator = HIF pathway transcriptional activation; U2OS HRE-luciferase reporter, luminescence; normalized: DMSO 0%, desferrioxamine 100%; activation, % at 7.5 µM (by protocol); hit rate 0.32% among 300,000; AID 1910;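 active = mean activation of at least 10% of the iron chelator positive control signal, with at least half of replicates also reaching 10%; inconclusive = mean and replicate majority disagree about reaching 10%; inactive = mean and most replicates under 10%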
AI-2 QS mod = Vibrio harveyi AI-2 quorum sensing modulation; Vibrio harveyi JMH597 AI-2 luminescence/OD600 ratio, 9 h; hits give low values; strain lacks LuxN and CqsS sensors; 0 = neutral-control median; activity change, % at 7.5 µM; hit rate 0.4% among 300,000; AID 2094; in the data active = activity change below about -75%, passing the limit was not always enough; inconclusive = no clear call, values can overlap the other calls;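 note: luminescence divided by OD600 gain over 9 h not by final OD600 alone; inactives centre near 13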
KLF5 inh = inhibitors of KLF5 expression. DLD-1 KLF5 promoter-luciferase reporter, luminescence. inhibition, % at 5 µM. hit rate 0.23% among 290,000. AID 1700;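 active = inhibition above a per-plate limit of that plate's mean compound inhibition plus 3 SD, cut at about 60% in these data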;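 note: 0% = DMSO wells and 100% = LY294002 at 200 µM; higher means less KLF5 promoter-driven luciferase light; inactives centre near -14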
HSP90 refold inh = HSP90 refolding inhibition in rabbit reticulocyte lysate | luciferase refolding luminescence, 3 h | inhibition, % at 5.6 µM | hit rate 0.91% among 290,000 | AID 1789;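 active = inhibition above the screen-wide mean plus 3 SD, computed separately per campaign, cut at about 16% in these data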;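 note: 0% = DMSO wells and 100% = 60 µM geldanamycin wells; inhibitors lower the luminescence because luciferase stays unfolded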
IEC-6 cytotox = kills IEC-6 intestinal cells in KLF5 counter-screen; IEC-6 cytotoxicity, luminescence viability; inhibition, % at 5 µM; hit rate 0.78% among 290,000; AID 1825; in the data active = inhibition above about 22%;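 note: 0% = plate median of test compound wells and 100% = cytotoxic reference compound wells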
Numbers without * were called inactive; ? = inconclusive; . = not tested or not shown. No enrichment for hits; overall some 4.7% were active at least once.

SMILES | HSF1 inh | HSF-1 act | aSyn 5UTR inh | GSK3B inh | GSK3 alpha inh | HIF activator | AI-2 QS mod | KLF5 inh | HSP90 refold inh | IEC-6 cytotox
CCOC1(OCC)N=C(N)C2(C#N)C(c3ccc(NC(C)=O)cc3)C12C#N (centres undefined) | 0 | -10 | 6 | 3 | 60* | 0.0 | 10 | 10 | 4 | 11
CCC(=O)N=C1SC2CS(=O)(=O)CC2N1c1cccc(OC)c1 (centres undefined) | 2 | 0 | 3 | -1 | -1 | -1.0 | 17 | -36 | 0 | -6
CCOC(=O)c1ccc(CNC(=O)c2cc(C(C)(C)C)oc2C)o1 | -3 | 5 | 23 | 0 | -1 | -0.9 | 12 | 1 | -2 | 5
CCCc1ccc(OCc2ccc(C(=O)N/N=C/c3cccc([N+](=O)[O-])c3)o2)c(OC)c1 | 7 | 24 | 9 | -2 | -1 | 1.0 | 9 | -24 | 2 | -5
CCOC(=O)CSc1nnc([C@H](CC(C)C)NC(=O)OC(C)(C)C)o1 | -9 | 5 | -18 | -3 | . | -0.1 | -9 | 7 | 1 | 0
CSc1cccc(NC(=O)CSc2ccc(Cl)cc2)c1 | 9 | 11 | -17 | 2 | -1 | 0.6 | -17 | -1 | 1 | 5
CCN(CC)c1ccc(S(=O)(=O)N2CCCCC2)cc1NC(=O)CN1C(=O)NC2(CCCC2)C1=O | 7 | 10 | 19 | -5 | -3 | -0.3 | 13 | . | . | .
Cc1ccc(-c2nnc(OCCN3CCOCC3)c3ccccc23)cc1 | 4 | 10 | 42 | 2 | -1 | 0.0 | -10 | -6 | 1 | 3
CCCCN(C)CCn1c(=S)[nH]c2ncccc2c1=O | -4 | 1 | -23 | 2 | -3 | 0.1 | 3 | -42 | 3 | 1
Cc1ccc(NC(=O)c2ocnc2C)cc1Cl | 11 | 21 | -240 | -12 | . | 2.4 | -15 | -124 | 2 | 8
Cc1ccc(NC(=O)CC2Oc3ccccc3NC2=O)c(C)c1 (centres undefined) | 3 | 2 | -12 | 1 | -1 | . | 11 | -24 | -3 | -2
Cc1ccc(C2c3[nH]c4ccccc4c3C[C@H]3C(=O)N(c4ccccc4C(=O)N4CCC(C(=O)O)CC4)C(=O)N23)cc1 (some centres undefined) | 0 | 5 | -6 | 1 | 0 | -0.3 | 17 | -3 | -2 | 1
CC(C)NC(=O)N(Cc1ccccc1)Cc1cccs1 | -3 | 0 | -42 | 3 | -1 | -0.1 | 16 | -2 | 1 | -10
CC(C)(C)C(=O)CN1C2=NCCCN2c2ccccc21 | -4 | 9 | 9 | 0 | 3 | 0.1 | 10 | -37 | -2 | 4
O=C(Cc1ccc(-c2ccccc2)cc1)NC(c1ccccc1)c1ccccc1 | -2 | 1 | 30 | 4 | 1 | -2.3 | 18 | -15 | 4 | -2
COc1cc(SC)ccc1C(=O)Nc1ccc2ncccc2c1 | 10 | 26 | -57 | 3 | -2 | 0.4 | -1 | -138 | 11 | 10
N#CC1=C(N)Oc2c(ccc3ccccc23)C1c1ccsc1 (centres undefined) | 45 | 65* | -4 | -3 | 0 | 3.2 | 2 | -47 | -9 | 6
CCOc1ccc(NC(=O)CNc2ccc(C)cc2Cl)cc1 | 3 | 3 | 0 | 2 | -2 | 1.2 | 4 | -43 | 7 | 0
Cc1ccc(-c2cc(C(F)F)n3ncc(C(=O)N4CCN(c5cccc(C)c5C)CC4)c3n2)cc1 | -2 | 10 | 24 | -1 | -6 | -0.4 | 7 | -62 | -4 | 1
Cc1cccc(NC(=O)C2CCCN2C(=O)Oc2ccccc2)c1C (centres undefined) | -7 | 12 | 4 | -5 | -2 | -0.3 | 4 | -3 | 4 | -3
Cc1ccc(Nc2nc3ccc(Cl)cc3n3cnnc23)cc1F | -13 | 13 | 1 | 2 | -1 | -1.0 | 45 | -34 | -1 | -16
Cc1ccc(/C=C2\SC(=S)N(CCC(=O)NNC(=O)c3ccccc3O)C2=O)cc1 | -14 | -3 | 34 | 1 | 0 | -0.7 | 13 | 5 | 6 | -1
Cc1ccc(CNC(=O)Cn2c(=O)c3sccc3n(Cc3ccc([N+](=O)[O-])cc3)c2=O)cc1 | 10 | 12 | 13 | 2 | -3 | -1.1 | 14 | -16 | -3 | 3
COc1ccc(C(CCN)c2ccc3c(c2)OCO3)cc1 (centres undefined) | 1 | 6 | 0 | -2 | -2 | 0.2 | 8 | 0 | 8 | 1
Cc1ccc(CN2CCN(/N=C/c3ccc(C(F)(F)F)cc3)CC2)c(C)c1 | 0 | 7 | 26 | 1 | -1 | 1.0 | 41 | 11 | -5 | -2
CCCN1CCN(CC(O)COC(c2ccc(OC)cc2)c2ccc(OC)cc2)CC1 (centres undefined) | -4 | -6 | -8 | 1 | -2 | 0.2 | -2 | -28 | 4 | 8
COc1cc(NC(=O)C2CC3CCC2C3)c(OC)cc1Cl (centres undefined) | 6 | 8 | 33 | 0 | -5 | 0.6 | 27 | . | . | .
CC(=O)N1CC[n+]2c(-c3ccc(Cl)cc3)csc21 | 2 | -4 | 16 | 1 | . | 0.4 | 6 | -5 | 6 | 0
C/C(=N\Nc1ccc(C(=O)O)cc1)c1ccc(-n2ccnc2)cc1 | 0 | 3 | -70 | 1 | -1 | 0.3 | 23 | -66 | 18* | -7
CSc1nnc2c(n1)c(C)nn2-c1ccc(C)cc1 | 22 | 32 | -180 | -2 | -4 | 1.6 | 8 | -29 | 0 | 2
CNC(=O)C1CC(=O)N(Cc2ccc3c(c2)OCO3)C(=Nc2ccc(F)cc2)S1 (centres undefined) | 0 | 16 | 13 | 0 | 0 | -0.4 | 1 | -7 | 0 | 2
CCOC(=O)CNC(=O)C(CC(N)=O)NC(=O)OC(C)(C)C (centres undefined) | -11 | 9 | 0 | 0 | 1 | 0.8 | 13 | -36 | 4 | 0
COc1ccc(N2C(=O)C3C4c5ccccc5C(C=Nc5ccc(C)cc5C)(c5ccccc54)C3C2=O)cc1 (centres undefined) | -4 | -8 | 16 | 2 | 2 | -0.2 | 16 | 9 | 1 | 7
COCC(=O)Nc1nc2n(n1)C(c1ccccc1Cl)CC(c1ccc(OC)cc1)N2 (centres undefined) | 3 | -7 | -7 | 0 | 0 | -0.2 | 33 | 6 | 4 | -5
C=CCn1c(Br)nc2c1c(=O)n(C)c(=O)n2C | 0 | -22 | 18 | 0 | -3 | -0.2 | 11 | -6 | 3 | 6
CCCOC(=O)c1c(NC(=O)c2cnn3c2NC(c2ccccc2)CC3C(F)(F)F)sc2c1CCCC2 (centres undefined) | -9 | 12 | -8 | -1 | -1 | -0.3 | 33 | -36 | -1 | -7
O=C(CCC(=O)OCC(=O)c1ccc(C(F)(F)F)cc1)OCC(=O)c1ccc(C(F)(F)F)cc1 | -7 | -14 | -18 | 1 | 0 | 2.3 | 22 | -8 | 7 | -1
Cc1c(NS(=O)(=O)c2cccc(C(=O)OCC(=O)N(C)C3CCCCC3)c2)c(=O)n(-c2ccccc2)n1C | -3 | -6 | -25 | -3 | 3 | -0.9 | 4 | 6 | 4 | 1
COc1ccc(NC(=O)CCC(=O)OCC(=O)c2ccc(Oc3ccc([N+](=O)[O-])cc3)cc2)cc1 | -6 | 1 | -19 | -4 | 1 | 0.1 | 26 | -10 | -1 | -4
C#CCN1C(=O)S/C(=C\c2ccc(N3CCOCC3)cc2C)C1=O | 26 | 46 | -150 | 2 | 0 | 1.9 | 11 | -10 | -1 | -1
COc1cc(NC(=O)c2cc(CC(C)C)on2)c(OC)cc1Cl | -4 | -26 | -32 | -3 | -1 | -0.2 | -12 | -4 | 0 | 2
O=[N+]([O-])c1cccc(NN=Nc2ccccc2)c1 | 4 | 14 | -129 | 1 | -1 | 1.9 | 3 | -72 | 3 | 0
CCCCOc1ccc(Cc2c(O)nc(SC)[nH]c2=O)cc1 | -5 | -3 | -2 | -4 | 4 | -1.6 | 16 | -5 | -3 | 2
CC1SCC(NC(=O)c2cccc(Cl)c2)CS1 (centres undefined) | -4 | 3 | 32 | 0 | 0 | 0.0 | 13 | -8 | -5 | -6
CC(C)(C)c1ccc(C(=O)NNC(=O)CCC(=O)Nc2ccccc2)cc1 | 8 | 23 | -25 | 5 | 1 | 0.7 | 11 | -29 | 7 | 1
CC(=O)Oc1ccc(C)cc1N1C(=O)c2ccc(C(=O)O)cc2C1=O | -2 | 10 | -20 | 3 | -3 | -18 | 1 | -29 | -2 | 0
COc1ccc(N2C(=O)CSC2c2ccc(F)c(F)c2)cc1 (centres undefined) | -7 | 1 | -19 | 1 | 0 | -16 | 39 | -37 | -4 | 4
Cc1nn(-c2ccccc2)c2sc(C(=O)NC3CC3)cc12 | 3 | 19 | -100 | -2 | 1 | 1.8 | 22 | -34 | -6 | 7
CC(C)OCCCNC(=O)C1CCN(S(=O)(=O)N2CCCCC2)CC1 | -13 | -1 | -5 | 4 | 1 | -0.4 | 18 | -6 | -1 | 0
Cc1ccc(C(=O)NC2CCCCNC2=O)cc1C (centres undefined) | 10 | 16 | -47 | -1 | -2 | 1.4 | 27 | -53 | -2 | -9
CN(c1ccccc1)S(=O)(=O)c1ccc(C(=O)OCC(=O)NCc2ccco2)cc1 | 0 | 3 | -13 | 3 | -2 | 0.1 | 14 | 9 | 3 | 1
COc1ccc(N2C(=O)c3ccc(NC(C)=O)cc3C2=O)cc1 | -3 | -12 | 8 | -2 | -1 | -0.5 | -10 | 12 | 0 | -2
CCOc1ccc(/C(O)=C2/C(=O)C(=O)N(CCN(CC)CC)C2c2cccs2)cc1 (centres undefined) | -4 | 0 | -40 | 0 | 0 | 2.7 | 22 | -15 | -3 | -1
CN(C)S(=O)(=O)N1CCC(Oc2ccc(C(=O)N3CCCCCCC3)cc2)CC1 | 5 | 33 | -22 | -2 | 1 | 1.0 | 6 | -32 | 2 | 0
Cn1c(N)c(S(=O)(=O)NCc2ccccc2)c(=O)n(C)c1=O | -6 | 8 | 0 | 0 | -3 | -5.7 | 36 | . | . | .
Cc1ccc(C)c(SCC(=O)OCC(=O)N2CC(C)OC(C)C2)c1 (centres undefined) | -7 | -3 | 23 | 1 | -1 | ? | 13 | 17 | 3 | -5
O=C(Cn1ncc2c([nH]c3ccccc32)c1=O)NCCc1ccc(Cl)cc1 | -2 | 24 | 15 | 0 | 0 | -0.3 | 28 | -14 | -2 | 4
